# Screens as filed in PubChem.
# USP2a block – qHTS Assay for Inhibitors of Ubiquitin-specific Protease USP2a Using CHOP2 as the Reporter; USP2 core, Ub-CHOP2 coupled fluorogenic reporter, 485/531; 0.01% of 330,000 active; Potency, µM (top dose mostly 38.3 µM), for the others: top-dose activity change, negative = inhibition, usual class: inhibitors; Ubiquitin carboxyl-terminal hydrolase 2 (Homo sapiens), O75604; AID 463254, 2010;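 note: potency is the fitted concentration of half-maximal effect; plate controls were DMSO wells for no effect and full inhibition by NEM control for full effect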
#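 Cell-free coupled assay: 10nM USP2 core preincubated 30min RT with compound in Tris-HCl pH 8.0/CaCl2/CHAPS buffer, then 25nM Ub-CHOP2 and 25nM reporter substrate; fluorescence (Ex 485/Em 531) read after 60min RT, normalized to NEM inhibition, concentration-response curves fitted.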
# KCNH2 WT inh – qHTS for Inhibitors of KCHN2 3.1: Wildtype qHTS; U2OS, BacMam KCNH2, thallium flux FluxOr; hits give low values; 0.37% of 340,000 active; Voltage-gated inwardly rectifying potassium channel KCNH2 (Homo sapiens), Q12809; AID 720551, 2013; activity change, % at 1.84 µM;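 active = maximum activity change below -70%; inconclusive = maximum activity change between -70% and -50%; inactive = maximum activity change above -50%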; note: % is set by controls: 0 for no effect and ±100 for the full control effect
#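 U2OS cells were transduced with wild-type KCNH2 virus (2.03 x 10^8 / mL) for 4 h at room temperature, then cultured overnight at 37 C. Thallium flux was read with FluxOr dye. Rate constants were normalized to DMSO controls.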
# PKM2 activator – qHTS Assay for Activators of Human Muscle isoform 2 Pyruvate Kinase | Pyruvate kinase PKM (Homo sapiens), P14618 | purified PKM2, Kinase-Glo ATP luminescence, activation; response scale: 0% is enzyme alone, no compound | Potency, µM (highest dose often 57.5 µM), inactives show at the top dose activation, hits mostly activators | 0.34% of 260,000 active | AID 1631, 2009; note: potency is the fitted concentration of half-maximal effect; % is set by controls: 0 for no effect and ±100 for the full control effect; nearly all actives have a fitted effect of over 55% in size
#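 Kinase-Glo luminescence reports ATP generated from ADP (0.1 mM) and PEP (0.5 mM) by purified hPK-M2 after 1 h at room temperature, pH 7.2 imidazole buffer; intermediate enzyme activity allows detecting inhibitors and activators.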
# Eya2 inh – qHTS Assay for Inhibitors of the Phosphatase Activity of Eya2; 0.006% of 330,000 active; Protein phosphatase EYA2 (Homo sapiens), O00167; recombinant Eya2, OMFP fluorescence dephosphorylation (OMFP is methylfluorescein phosphate); Potency, µM (doses to about 76.9 µM), for the others: at the top dose activity, negative = inhibition, usual class: inhibitors; note: potency is the fitted concentration of half-maximal effect; % is set by controls: 0 for no effect and ±100 for the full control effect
#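 Eya2 protein (added as 0.2 uM solution) was preincubated with compound for 10 min at ambient temperature in 50 mM HEPES pH 7.5, 50 mM NaCl, 5 uM MgCl2, 0.05% BSA, 1 mM DTT. OMFP (added at 50 uM) then reacted 10 min; fluorescence read at 485/525 nm.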
# Menin-MLL TR inh – qHTS Assay for Inhibitors Targeting the Menin-MLL Interaction in MLL Related Leukemias: Competition With Texas Red Labeled MLL-derived Mutant Peptide; O00255; Menin + Texas Red MLL mutant peptide, fluorescence polarization; Potency, µM (series often up to 61.6 µM), for the others: at the top dose FP activity change, negative = inhibition, actives largely listed as inhibitors; 0.23% of 270,000 active; active = well fitted inhibition curve with a large enough effect in the polarisation, with a control signal flat, not every such curve was filed as active; inconclusive = small, poorly fitted or top-dose-only effect, or effect the other way, or a change in a side signal; inactive = no such curve, though single readings can be large or run the other way; the % refers to the polarisation; note: potency is the fitted concentration of half-maximal effect; % of control where 0% means no effect; many of its hits are not listed in these tables
# TSHR antagonist – Antagonists of the Thyroid Stimulating Hormone Receptor: HTS campaign | TSHR-expressing cells, TSH-stimulated cAMP HTRF, 2 h; hits give low values | AID 504810, 2011 | Thyrotropin receptor (Homo sapiens), P16473 | activity change, negative = inhibition, % at 11.5 µM | 0.2% of 330,000 active;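 active = activity change below a set negative limit, meaning inhibition stronger than a set level, cut at about -70% in these data; inconclusive = activity change between two set negative limits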; note: % is set by controls: 0 for no effect and ±100 for the full control effect
# Target sequence (P16473 whole entry, looked up): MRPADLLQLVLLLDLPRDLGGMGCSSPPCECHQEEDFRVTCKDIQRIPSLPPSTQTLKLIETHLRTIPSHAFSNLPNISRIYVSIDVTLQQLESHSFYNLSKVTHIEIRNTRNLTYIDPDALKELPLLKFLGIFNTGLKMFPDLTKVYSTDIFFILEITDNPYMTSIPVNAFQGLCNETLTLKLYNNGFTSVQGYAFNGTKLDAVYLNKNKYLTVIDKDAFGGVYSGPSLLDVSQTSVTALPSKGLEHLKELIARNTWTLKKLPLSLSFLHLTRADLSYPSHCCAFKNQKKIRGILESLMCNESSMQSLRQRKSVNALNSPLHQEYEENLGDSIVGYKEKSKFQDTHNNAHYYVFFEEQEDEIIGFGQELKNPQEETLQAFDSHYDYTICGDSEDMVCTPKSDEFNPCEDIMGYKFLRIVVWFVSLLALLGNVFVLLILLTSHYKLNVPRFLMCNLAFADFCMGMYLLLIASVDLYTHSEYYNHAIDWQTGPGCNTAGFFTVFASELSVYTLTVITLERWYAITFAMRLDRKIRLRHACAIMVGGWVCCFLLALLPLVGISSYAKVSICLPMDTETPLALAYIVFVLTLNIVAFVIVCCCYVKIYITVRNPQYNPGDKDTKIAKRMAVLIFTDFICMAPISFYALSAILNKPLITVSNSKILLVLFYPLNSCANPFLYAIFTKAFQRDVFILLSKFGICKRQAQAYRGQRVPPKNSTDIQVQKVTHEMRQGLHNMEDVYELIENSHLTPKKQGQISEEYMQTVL
#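 TSHR-expressing cells, 200/well, pre-treated with compound, then stimulated with EC80 TSH (4nM final) for 2 hours at 37 deg C. cAMP measured by competitive HTRF: anti-cAMP cryptate antibody in lysis buffer plus cAMP-d2, read after 30 minutes at room temperature.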
# ASM inhibitor – Inhibitors of Secretory Acid Sphingomyelinase (S-ASM): qHTS | Sphingomyelin phosphodiesterase (Homo sapiens), P17405 | placental ASM, HMU-PC fluorogenic substrate, 60 min | Potency, µM (top dose mostly 57.5 µM), without a hit: at the top dose activity change, negative = inhibition, usual class: inhibitors | 0.006% of 340,000 active | AID 504937, 2011; note: potency is the fitted concentration of half-maximal effect
#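 qHTS format. ASM enzyme prepared from human placenta hydrolyses the fluorogenic substrate HMU-PC0 (9 uM final) over 60 min at 37 °C after a 10 min compound preincubation.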
# MBNL1-CUG inh – qHTS Assay for Inhibitors of MBNL1-poly(CUG) RNA binding | TR-FRET MBNL1-His/biotin-(CUG)12 binding, 665/545 ratio | 0.036% of 280,000 active | Potency, µM (highest dose often 57.5 µM), without a hit: at the highest dose activity change, negative = inhibition, hits mostly inhibitors | Muscleblind-like protein 1 (Homo sapiens), Q9NR56; active = well fitted inhibition curve with a large enough effect in the signal ratio, with a control signal flat, not every such curve was filed as active; inconclusive = small, poorly fitted or top-dose-only effect, or effect the other way, or a change in a side signal; inactive = no such curve, though single readings can be large or run the other way; the % refers to the signal ratio; note: potency is the fitted concentration of half-maximal effect; % is set by controls: 0 for no effect and ±100 for the full control effect
#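 Inhibition of protein-RNA binding appears as loss of TR-FRET between terbium anti-His antibody on MBNL1-His and streptavidin-XL665 on biotin-(CUG)12. Activity is normalized to buffer-only and uninhibited-complex controls.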
# Mito fusion act – qHTS Assay for Small Molecule Inhibitors of Mitochondrial Division or Activators of Mitochondrial Fusion | S. cerevisiae fusion-defective mutant growth rescue, CellTiterGlo 48 h | Potency, µM (highest dose often 46.1 µM), for inactives: at the top dose growth rescue (activation), actives largely listed as activators | 0.23% of 320,000 active;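 note: potency is the fitted concentration of half-maximal effect; % of control where 0% means no effect; nearly all actives have a fitted effect of over 45% in size; temperature-sensitive fusion mutants such as fzo1-1 at 37 °C on non-fermentable ethanol glycerol medium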
#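 Yeast fusion mutant, YPEG (non-fermentable carbon), compound, 48 h at 37C non-permissive; CellTiterGlo added, 10 min RT, luminescence read. Rescued growth = division inhibition.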
# BCR signal inh – qHTS Assay to Find Inhibitors of Chronic Active B-Cell Receptor Signaling; ABC-DLBCL IkBa-CBG/CBR reporter, luminescence ratio, 4 h; Potency, µM (series often up to 46.1 µM), inactives show at the highest dose ratio change, negative = lower green/red ratio, hits mostly inhibitors; 0.05% of 340,000 active; active = well fitted inhibition curve with a large enough effect in the signal ratio, with a control signal flat, not every such curve was filed as active; inconclusive = small, poorly fitted or top-dose-only effect, or effect the other way, or a change in a side signal; the % refers to the signal ratio;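 note: potency is the fitted concentration of half-maximal effect; plate controls were basal doxycycline-induced cells for no effect and cells given 10 µM MG132 for full effect; MG132 reads +100%, hits lower the ratio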
#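 TMD8 human ABC-DLBCL cells with doxycycline-inducible IκBα–green luciferase fusion and unfused red luciferase, in 0.5% FBS medium; compounds up to 46 uM, 4 h at 37C. Green/red luminescence ratio, filter-overlap corrected, fitted to concentration-response curves.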
# GALK inh – qHTS Assay for Inhibitors of Human Galactokinase (GALK). Potency, µM (doses to about 57.5 µM), inactives show at the top dose activity change, negative = inhibition, hits mostly inhibitors. 0.007% of 270,000 active. Purified GALK, Kinase-Glo residual ATP luminescence. AID 1868, 2009. P51570; note: potency is the fitted concentration of half-maximal effect; % is set by controls: 0 for no effect and ±100 for the full control effect
#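 Quantitative HTS: GALK 5 nM, ATP 35 uM, galactose 100 uM, 1 h room temperature, then luciferase-based ATP detection.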
# * marks the source's active call; other numbers are inactive results; i = inactive; ? = inconclusive; / = not tested or not shown; [ ] = remark or other dose. Unless noted, calls come from the whole dose curve; as a rule, active = well fitted curve in the direction sought with a large enough effect; inconclusive = small, poorly fitted or top-dose-only effect, or another doubt; inactive = no such curve, though single readings can be large; an effect the other way counts as inactive or inconclusive. Only part of the results is shown; rates above refer to the full screens.
SMILES,USP2a block,KCNH2 WT inh,PKM2 activator,Eya2 inh,Menin-MLL TR inh,TSHR antagonist,ASM inhibitor,MBNL1-CUG inh,Mito fusion act,BCR signal inh,GALK inh
CN(C)/C=C1\C(=O)N(c2ccc(F)cc2F)C(c2cccnc2)S1(=O)=O (stereo unspecified),0%,-9,-3%,-2%,/,2,5%,-4%,-1%,4%,/
COc1ccccc1N=Nc1c(C)noc1C,-1%,-7,-1%,14%,/,-6,-6%,/,-2%,?,1%
Cc1ccccc1OCC(=O)NCCNC(=O)c1cccnc1,0%,-3,/,-10%,13%,8,-2%,-3%,1%,-1%,-3%
CC(C)NC(=O)c1ccc(N(Cc2ccccc2)S(C)(=O)=O)cc1,0%,6,-7%,-7%,3%,5,-3%,-10%,0%,-10%,5%
CN1C(=O)[C@H]2[C@@H](/C=C/c3ccccc3)N3C(=O)CN(Cc4ccc(-c5ccccc5)cc4)C(=O)[C@@]3(C)[C@H]2C1=O,0%,-3,/,18%,/,20,-8%,/,/,2%,/
CCN(CC)S(=O)(=O)c1cc(NC(=S)NC(=O)C2CCCC2)ccc1C,1%,11,/,-1%,/,/,0%,/,/,?,/
CCC(C)(C)NC(=O)C(c1ccc(OC)cc1)N(C(=O)CCC(=O)Nc1cc(C)on1)c1cccc(OC)c1 (stereo unspecified),2%,-12,0%,-2%,-20%,1,0%,-5%,-3%,-4%,6%
Cc1ccccc1N(CC(=O)Nc1ccccc1C(=O)NCc1ccco1)S(=O)(=O)c1ccccc1,-2%,2,1%,4%,-9%,-5,-1%,-14%,11%,?,0%
O=C(OCc1nnc(-c2ccccc2)o1)c1cc(Cl)ccc1[N+](=O)[O-],6%,17,-46%,2%,0%,6,-3%,?,-1%,-23%,-3%
O=C1CC(C(=O)N2CCOCC2)C2(CCCC2)O1 (stereo unspecified),-1%,-3,-2%,13%,23%,2,2%,-4%,-2%,-3%,0%
COCCCNC(=O)C[C@H]1C[C@H](C(=O)N2CCCCC2)[C@@]2(CCc3ccccc3)c3[nH]c4cc(-c5ccco5)ccc4c3CCN2C1=O,-2%,-17,/,4%,/,0,?,/,/,?,/
O=C(c1cccs1)N1CCN(c2nc3c(F)cc(F)cc3s2)CC1,0%,11,/,-16%,/,-22,-2%,/,11%,?,/
COc1cc(O)c2c(c1)OC(C)(C)CC2=O,1%,4,-1%,-21%,-2%,14,6%,7%,-14%,21%,-2%
CCCn1nc2cc(C(=O)N(CC)c3ccc(OC)cc3)ccc2c1OCC,0%,-13,1%,-14%,-7%,-3,23%,21%,1%,4%,-5%
N/C(=N\OC(=O)c1cccc(Br)c1)c1ccc(Br)cc1,1%,-2,-3%,-5%,-6%,17,-3%,-4%,7%,?,-2%
Cc1c(S(=O)(=O)N2CCOCC2)c(=O)n(C)c(=O)n1C,0%,-1,0%,9%,-18%,2,1%,?,-8%,0%,0%
COc1ccc(-n2nnnc2SCC(=O)Nc2cccc(C)n2)cc1OC,3%,-8,-4%,19%,-19%,1,-2%,-4%,-2%,-2%,1%
Oc1ccc(C2=NN(c3ccccc3)C(c3ccc(F)cc3)C2)cc1 (stereo unspecified),-11%,29,/,0%,?,6,/,4%,-40%[inhibitor],?,0%
CCN(CC)C(=S)NC(=O)c1ccc(OC)c(Br)c1,1%,-3,-1%,-2%,7%,14,6%,-2%,2%,2%,/
COc1ccccc1Nc1c2c(nc3ccc(N)cc13)CCCC2,-3%,7,3%,12%,/,-5,25%,22%,-5%,-7%,/
CN(C)CCCNC(=S)N(CCN(C)C)Cc1cc2cc3c(cc2[nH]c1=O)OCCO3,0%,-9,-2%,7%,-2%,-9,49%[activator],-8%,5%,-8%,-3%
CCN(CC(=O)Nc1ccccc1OC)Cc1csc(CC(=O)Nc2ccc(C)cc2)n1,-1%,-5,/,-3%,/,2,4%,/,/,-4%,/
Cc1cc(N/N=C/c2ccc(N(C)C)cc2)c2ccccc2n1,0%,-2,5%,4%,7%,5,i,5%,-7%,-1%,-4%
COc1cc(NC(=S)NCCC(c2ccccc2)c2ccccc2)cc(OC)c1,-14%,10,-4%,-3%,14%,-7,-7%,8%,28%,-1%,/
C/C(=N/OC(=O)c1ccc(F)cc1)c1ccc(C)cc1,1%,-3,-1%,8%,2%,-3,6%,-2%,5%,3%,3%
CC1CC(C)CN(C(=O)CNS(=O)(=O)c2cccs2)C1 (stereo unspecified),1%,-10,-3%,-3%,-9%,-3,4%,0%,-4%,11%,-1%
CC1CCN(C(=O)COC(=O)c2ccc3ccccc3n2)CC1,3%,-7,/,2%,/,1,2%,/,/,2%,/
COC(=O)[C@H](CC(C)C)NS(=O)(=O)N[C@@H](CC(C)C)C(=O)OC,3%,3,/,11%,/,9,7%,/,4%,-7%,/
CCn1cc(/C=N/NC(=O)c2ccc3c(c2)OCO3)cn1,2%,-5,-4%,-4%,1%,5,-3%,?,-3%,?,-2%
COc1cccc(CNCCN2CCOCC2)c1OC,/,-3,6%,/,5%,/,6%,-3%,-8%,/,1%
O=C(NC(CC(=O)N1CCN(c2ccc([N+](=O)[O-])cc2)CC1)c1ccccc1)c1ccccc1Cl (stereo unspecified),0%,-117*,5%,3%,8%,-15,-10%,?,-4%,1%,2%
CCCCN(CCCNc1ncnc2nc[nH]c12)c1ccccc1,-2%,-3,-5%,-3%,16%,-21,-1%,9%,18%,-6%,0%
CCN(CC)S(=O)(=O)c1ccc(S(=O)(=O)Nc2cc3c(cc2C(C)=O)OCO3)cc1,1%,-23,-12%,-1%,7%,14,-1%,-2%,-3%,-1%,2%
COc1ccc(C(=O)NCC(=O)OCC(=O)NC(=O)NC2CCCCC2)cc1OC,-3%,-7,-5%,-5%,6%,0,2%,-10%,0%,-2%,3%
O=C(CS(=O)(=O)c1ccc(Br)cc1)N1CCOCC1,-1%,-6,-8%,5%,/,-3,2%,-6%,3%,2%,-2%
CC1=CC(C)(C)[N+](C)(C)c2ccccc21,3%,-10,1%,-1%,9%,-3,0%,11%,-4%,6%,1%
COC(=O)c1ccc(CN2CCN(CCC(C)C)C(CCO)C2)cc1 (stereo unspecified),0%,-2,-2%,1%,0%,-10,1%,-7%,-30%,-1%,-1%
CC(C)Cn1c(=O)c2c(c3ccccc31)OC(C)C(=O)N2 (stereo unspecified),-1%,18,3%,2%,-12%,-10,2%,8%,-2%,-2%,0%
CC(C)OC(=O)c1c(NC(=O)CCn2nnc3ccccc32)sc2c1CCCC2,-1%,-4,-7%,5%,-14%,-8,-1%,-7%,18%,?,0%
CCn1c2ccccc2c2cc(NC(=O)c3ccc(C)c([N+](=O)[O-])c3)ccc21,-1%,20,0%,-3%,?,-18,2%,?,-6%,2%,-2%
